PRMT1 inh: inhibitors of human PRMT1 | recombinant PRMT1, activity-based probe fluorescence polarization | Q99873 | 370,000 tested, 1.3% active | inhibition, % at 2.79 µM;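 active = inhibition above about 21% made by adding two undisclosed values, limit read from the data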
HTRA1 inhibitor: HTRA1 (human) protease inhibition. Q92743. recombinant HTRA1, FP-rhodamine activity-based probe, fluorescence polarization. inhibition, % at 5.96 µM. 340,000 tested, 0.5% active; in the data active = inhibition above about 36%;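 note: 0% = enzyme with DMSO and 100% = wells lacking enzyme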
LEDGF integ inh: blocks HIV-1 LEDGF/p75-dependent DNA integration; TR-FRET IN-LEDGF/p75 DNA integration, Eu/Cy5; inhibition, % at 3.7 µM; 370,000 tested, 0.64% active; AID 743269;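 active = inhibition above the screen-wide mean plus 3 SD, cut at about 13% in these data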;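 note: signal is the Cy5 over europium emission ratio at 671 and 618 nm; 0% = plate median of compound wells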
Tn7 DDE FP: inhibitors of Tn7 peptide binding to human fibrin DD(E); inhibition, % at 8.3 µM; FP displacement of FITC-Tn7 peptide from fibrin DD(E); 0% = median of compound wells per plate; 370,000 tested, 0.13% active; P02675;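 active = inhibition above the mean of compounds falling within the control limits plus 3 SD of them, cut at about 14% in these data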;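 note: 0% = plate median of compound wells and 100% = 10 µM Aha-Tn7 peptide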
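assay system = human clot-derived fibrin DD(E) complex | quantity = Fibrin-DD(E) at 2 µM final | timing = 10 min preincubation, 3 h with tracer, room temperature | signal = fluorescence polarization | measure = percent inhibition | benchmarks = high control wells with 10 µM unlabelled Aha-Tn7 peptide (full inhibition) | replicates = singlicate testing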
TDP2 absorb: blocks human TDP2 phosphodiesterase activity; recombinant TDP2, T5PNP hydrolysis, p-nitrophenol absorbance 415 nm; inhibition, % at 12.8 µM; 370,000 tested, 0.34% active;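 active = inhibition above the mean of all tested compounds plus 3 SD, set per campaign, cut at about 25% in these data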;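 note: 0% = DMSO with enzyme and 100% = buffer with substrate but no TDP2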
Target sequence (O95551 whole entry, looked up): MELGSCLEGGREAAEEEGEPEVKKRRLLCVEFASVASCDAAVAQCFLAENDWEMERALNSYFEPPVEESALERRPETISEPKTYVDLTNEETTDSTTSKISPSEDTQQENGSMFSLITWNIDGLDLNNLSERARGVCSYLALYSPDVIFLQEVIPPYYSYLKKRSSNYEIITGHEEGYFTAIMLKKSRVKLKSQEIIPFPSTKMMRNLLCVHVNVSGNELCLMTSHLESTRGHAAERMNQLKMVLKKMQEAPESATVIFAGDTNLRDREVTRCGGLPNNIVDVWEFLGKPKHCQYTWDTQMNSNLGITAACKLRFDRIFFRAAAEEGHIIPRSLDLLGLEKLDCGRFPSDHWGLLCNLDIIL
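Test system: Human TDP2 enzyme | Reagent: 5 mM T5PNP | Compound dosing: 12.8 µM single point, 1% DMSO | Incubation: Enzyme reaction with compound for 2 h at 37 °C | Technique: p-Nitrophenol epi absorbance | Read-out: % inhibition relative to enzyme-containing and enzyme-free wells | Benchmarks: High control without enzyme, low control DMSO plus TDP2 | Replicates: Singlicate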
TCR-CD3 inh: inhibitors of human TCR-CD3 interaction. TAMRA-labeled TCR probe fluorescence, biochemical. inhibition, % at 9.4 µM. 360,000 tested, 0.37% active; in the data active = inhibition above about 19%;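 note: recombinant mutant TCR 2C K166C tagged with TAMRA read by polarization; 0% = receptor in buffer alone and 100% = receptor with positive control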
ABHD4 inh: inhibitors of mouse ABHD4; AID 720543; purified mABHD4, FP-Rh probe fluorescence polarization; 370,000 tested, 0.54% active; inhibition, % at 8.92 µM; Q8VD66;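 active = inhibition exceeding the mean over every tested compound plus 3 SD, cut at about 30% in these data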;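 note: 0% = plate median of compound wells and 100% = S159A mutant with DMSO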
Target sequence (Q8VD66 whole entry, looked up): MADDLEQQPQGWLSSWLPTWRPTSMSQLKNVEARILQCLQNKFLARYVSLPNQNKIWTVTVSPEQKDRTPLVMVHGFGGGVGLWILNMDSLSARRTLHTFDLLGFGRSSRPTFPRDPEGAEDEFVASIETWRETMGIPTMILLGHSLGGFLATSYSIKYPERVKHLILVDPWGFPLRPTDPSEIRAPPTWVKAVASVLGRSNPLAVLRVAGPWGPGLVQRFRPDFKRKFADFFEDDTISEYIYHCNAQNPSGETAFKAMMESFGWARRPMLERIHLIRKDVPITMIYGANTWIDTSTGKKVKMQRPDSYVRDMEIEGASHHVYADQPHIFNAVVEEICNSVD
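Assay system: Wild-type mouse ABHD4 protein | Medium: HEPES pH 7.0 buffer, 150 mM NaCl, 0.01% Pluronic F-127 | Incubation: Enzyme–compound pre-incubation 45 min, then probe 60 min, both 25 °C | Technique: Fluorescence polarization with parallel and perpendicular emission, 525/598 nm | Evaluation: % inhibition of FP-Rh probe binding versus controls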
UHRF1 MBD2 ctr: human UHRF1 methylated DNA binding inhibitors | 370,000 tested, 0.75% active | Q96T88 | UHRF1 binding to methylated oligo, TR-FRET | AID 687016 | inhibition, % at 4.4 µM; in the data active = inhibition above about 21%;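 note: UHRF1 SRA domain binding a hemimethylated CpG hairpin DNA probe; 0% = median of test compound wells and 100% = reference inhibitor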
SIAE inh: blocks human sialic acid acetylesterase; Q9HAT2; SIAE FP-Rh probe binding, fluorescence polarization; inhibition, % at 9.66 µM; 370,000 tested, 0.69% active;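 active = inhibition above a cutoff: mean of compounds within the control limits plus 3 SD of those, cut at about 17% in these data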;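 note: 0% = plate median of compound wells and 100% = probe without SIAE protein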
PG9 Ab binder: small molecules binding HIV-1 gp120 antibody PG9 | TR-FRET gp120-PG9 antibody binding | inhibition, % at 6.7 µM | AID 624416 | 360,000 tested, 0.43% active; in the data active = inhibition above about 8.5%
Active calls of the source: *; · = no result given.

SMILES	PRMT1 inh	HTRA1 inhibitor	LEDGF integ inh	Tn7 DDE FP	TDP2 absorb	TCR-CD3 inh	ABHD4 inh	UHRF1 MBD2 ctr	SIAE inh	PG9 Ab binder
C#CCOCCOCCOCCNc1nc(N2CCOCC2)nc(N2CCN(C(=O)[C@H](CCCCN)n3cc([C@@H](N)CO)nn3)CC2)n1	0	-9	-1	3	5	1	9	13	3	0.2
Cc1cccc(NC(=O)CCCNC(=O)c2ccc(Cl)cc2)n1	-2	3	-1	6	7	3	1	1	3	0.6
COc1ccc(CN(CCCN2CCOCC2)C(=O)Nc2cccc(Cl)c2)cc1OC	2	-5	1	-4	0	-7	1	0	-4	0.2
O=C(CCCN1C(=O)/C(=C/c2cccc(Br)c2)SC1=S)NCCCN1CCOCC1	9	-22	0	-2	11	-49	-54	-4	-9	-3.8
Cc1ccc2c(Cl)cc(Cl)c(OCC(=O)OCC(=O)Nc3ccc(C#N)cc3)c2n1	2	5	3	4	0	-5	4	7	-1	-1.2
Cc1ccc(S(=O)(=O)N(CC(O)CN(C)C)c2ccccc2)cc1 (centres undefined)	4	5	2	-2	-6	-1	-3	4	0	1.9
COCCNC(=O)C(c1ccc(C)o1)N(Cc1ccco1)C(=O)c1snc(C(N)=O)c1N (centres undefined)	0	-3	0	-1	8	-2	7	-3	2	1.8
OCCC(N1CCOCC1)C(O)(c1ccccc1)c1ccccc1 (centres undefined)	3	·	-2	-3	5	-1	6	0	9	0.4
CC(=O)NC1CCCC(NC(C)=O)C1 (centres undefined)	-2	5	-2	-2	2	6	-2	-3	3	0.1
CCOc1cc(S(=O)(=O)NCCCN2CCOCC2)c(C)cc1C	6	3	2	1	-12	-14	-18	7	-1	-0.1
COc1cccc(C(=O)N(c2ccc(OC)cc2OC)C2C=CS(=O)(=O)C2)c1 (centres undefined)	2	4	-2	6	3	-2	0	2	-1	-0.4
O=S(=O)(c1ccc(Cl)cc1)N1CCNCC1	2	1	1	-3	5	3	-1	0	4	-1.8
COc1ccc(Cc2noc(-c3ccc([N+](=O)[O-])cc3)n2)cc1OC	-1	5	-5	3	-10	-5	-1	2	6	0.2
O=C(Nc1ccc(F)cc1)Nc1nnc(COc2ccccc2F)s1	-1	-30	1	-9	-9	-1	-31	2	-45	-4.2
Cc1cc(C)n(-c2nnc(C)n2N)n1	-1	-2	1	-10	-1	-10	6	3	4	2.3
O=C(NCc1cccs1)c1ccc(Cl)c(S(=O)(=O)N2CCOCC2)c1	-3	-1	2	-7	-11	-30	3	1	3	-0.1
Cc1nc(NC(=O)COC(=O)CNC(=O)c2ccco2)c(Cl)cc1Cl	-4	-3	1	-4	-2	0	3	8	-4	-4.3
CCOC(=O)N1CCN(C(=O)CS(=O)(=O)c2cn(Cc3ccc(F)cc3)c3ccccc23)CC1	2	-3	2	-3	0	1	3	1	-7	-1.6
CCc1cc(C(=O)OC)c(NC(=O)c2ccoc2C)s1	-2	-14	1	1	3	4	-3	-2	-2	-1.6
Cc1cc(NC(=O)CSc2ncccn2)no1	-2	1	0	-1	5	4	6	0	-5	1.8
Cc1cc(C(=O)N2CCCCCC2)cs1	5	-6	4	0	-5	2	-1	-4	-1	-3.3
CC1CC(=O)c2cnc(N)nc2C1 (centres undefined)	-4	6	2	-2	4	2	-2	6	-2	-0.5
COc1ccc(-n2c(SCC(=O)C(C)(C)C)nc3ccsc3c2=O)cc1	7	2	-6	-1	-12	-5	5	4	-2	3.2
O=C(CCCOc1ccccc1)Nc1ccncc1	0	-4	0	0	3	3	-5	1	15	0.9
CN1CC(=O)Nc2ccc([N+](=O)[O-])cc2C1=O	-3	1	1	-12	14	2	1	-2	-3	-2.6
O=C(COC(=O)c1ccc(Cl)c(S(=O)(=O)N2CCOCC2)c1)NCc1ccco1	1	2	-1	1	10	4	1	-1	5	-0.9
O=C1CSC(=S)N1N=Cc1c(F)cccc1Cl	8	-9	-2	8	-7	4	3	-5	5	-0.3
O=C(c1ccncc1)N1CCN(S(=O)(=O)c2ccc(OC(F)(F)F)cc2)CC1	0	1	5	-7	0	2	-1	-1	2	-1.3
CCCCNC(=O)c1ccc(C)c(NC(=O)C2=C(C)OCCS2)c1	-2	10	2	-5	1	-5	-1	1	-2	-0.1
CCOc1ccc(CCNC(=O)CN2C(=O)NC3(CCCc4ccccc43)C2=O)cc1OCC (centres undefined)	2	-3	-6	0	4	-6	-2	2	1	-0.9
Cc1ccc(/C=N/Nc2nc(Cl)c(Cl)cc2Cl)s1	-1	-15	-1	-3	0	-2	15	-5	-1	-1.7
CCOc1ccc(NC(=O)/C=C/c2ccccc2)c([N+](=O)[O-])c1	0	-6	1	-2	-4	-4	1	-2	-3	-3.7
COc1ccc(/C=C/c2ccc3cccc(O)c3n2)c(OC)c1OC	8	21	-1	-2	9	-4	7	-4	4	-1.1
O=[N+]([O-])c1cccc(NC(=S)N2CCc3ccccc3C2)c1	-5	-10	3	-2	-5	-1	-7	0	7	-0.2
CCOc1ccc(NC(=O)C2CCCN(c3nn4c(=O)cc(C)nc4s3)C2)cc1 (centres undefined)	-5	7	-1	8	13	8	-2	0	1	-0.7
CCOc1cc(CNCCCN2CCOCC2)ccc1OCC(=O)NC(C)(C)C	-2	7	1	4	-3	-6	2	-1	0	-0.6

7 of the compounds above, in markdown.
| smiles | PRMT1 inh | HTRA1 inhibitor | LEDGF integ inh | Tn7 DDE FP | TDP2 absorb | TCR-CD3 inh | ABHD4 inh | UHRF1 MBD2 ctr | SIAE inh | PG9 Ab binder |
| --- | --- | --- | --- | --- | --- | --- | --- | --- | --- | --- |
| Cc1ccc(/C=N/Nc2nc(Cl)c(Cl)cc2Cl)s1 | -1 | -15 | -1 | -3 | 0 | -2 | 15 | -5 | -1 | -1.7 |
| CCOc1ccc(CCNC(=O)CN2C(=O)NC3(CCCc4ccccc43)C2=O)cc1OCC (centres undefined) | 2 | -3 | -6 | 0 | 4 | -6 | -2 | 2 | 1 | -0.9 |
| COc1ccc(/C=C/c2ccc3cccc(O)c3n2)c(OC)c1OC | 8 | 21 | -1 | -2 | 9 | -4 | 7 | -4 | 4 | -1.1 |
| CCOc1ccc(NC(=O)/C=C/c2ccccc2)c([N+](=O)[O-])c1 | 0 | -6 | 1 | -2 | -4 | -4 | 1 | -2 | -3 | -3.7 |
| O=C(c1ccncc1)N1CCN(S(=O)(=O)c2ccc(OC(F)(F)F)cc2)CC1 | 0 | 1 | 5 | -7 | 0 | 2 | -1 | -1 | 2 | -1.3 |
| CCCCNC(=O)c1ccc(C)c(NC(=O)C2=C(C)OCCS2)c1 | -2 | 10 | 2 | -5 | 1 | -5 | -1 | 1 | -2 | -0.1 |
| CCOc1cc(CNCCCN2CCOCC2)ccc1OCC(=O)NC(C)(C)C | -2 | 7 | 1 | 4 | -3 | -6 | 2 | -1 | 0 | -0.6 |

The list goes on.
SMILES	PRMT1 inh	HTRA1 inhibitor	LEDGF integ inh	Tn7 DDE FP	TDP2 absorb	TCR-CD3 inh	ABHD4 inh	UHRF1 MBD2 ctr	SIAE inh	PG9 Ab binder
CCc1nc2oc(C(=O)c3ccccc3)c(N)c2c2c1COC(C)(C)C2	-2	1	-1	7	12	-1	-3	-1	4	-0.7
Cc1c(NS(=O)(=O)c2ccc(N3CCN(C)CC3)c([N+](=O)[O-])c2)c(=O)n(-c2ccccc2)n1C	-3	2	-6	5	-7	-2	-1	-1	5	-2.4
O=C(Nc1ccc(C(=O)N2CCOCC2)cc1)c1cc(-c2cccnc2)nc2ccc(Br)cc12	-4	-10	0	-4	2	0	-2	0	-43	0.1
CC(C)c1ccc(NC(=O)[C@@H]2CCC(=O)N2C2OC(=O)c3ccccc32)cc1 (some centres undefined)	4	0	-2	7	8	-5	-6	2	1	1.0
CC(C)CNC(=O)C(=O)Nc1cc2c3c(c1)CCC(=O)N3CCC2	-2	-5	3	-5	3	2	-3	-2	6	0.8
CC(C)C[C@H]1CN=C(Nc2ccccc2)N1CC1CCCCC1	-2	4	0	-1	4	3	-2	-3	6	-1.4
O=S(=O)(c1ccc(S(=O)(=O)N2CCN(C/C=C/c3ccccc3)CC2)cc1)N1CCCC1	-2	-2	-1	-2	3	12	2	2	0	0.1
Cc1ccc(-n2c(-c3ccncc3)n[nH]c2=S)cc1C	0	2	1	6	15	-3	1	-2	6	2.3
CCOC(=O)C(C)c1ccc2cc(OC)ccc2c1 (centres undefined)	-4	-4	-1	8	3	-3	-2	0	9	0.8
O=C(OC(c1ccccc1)c1nccc2ccccc12)c1cc([N+](=O)[O-])cc([N+](=O)[O-])c1 (centres undefined)	-3	-9	1	1	-6	1	7	1	4	1.7
Cc1ccccc1Nc1nc(N)nc(COC(=O)c2ccco2)n1	-2	7	0	0	-9	-2	-6	-1	4	-0.4
Cc1cc(C(=O)N/N=C/c2cc(Cl)cc([N+](=O)[O-])c2O)n[nH]1	-2	13	-7	1	-1	28*	19	-4	-4	-2.0
COc1ccc(NC(=O)CCCc2nnc3n(C)c(=O)c4sccc4n23)cc1	-4	11	3	4	-4	8	5	2	4	0.7

One compound at a time, from the list above. Order of screens: PRMT1 inh	HTRA1 inhibitor	LEDGF integ inh	Tn7 DDE FP	TDP2 absorb	TCR-CD3 inh	ABHD4 inh	UHRF1 MBD2 ctr	SIAE inh	PG9 Ab binder
Cc1ccc(-n2c(-c3ccncc3)n[nH]c2=S)cc1C is listed as 0	2	1	6	15	-3	1	-2	6	2.3
O=S(=O)(c1ccc(S(=O)(=O)N2CCN(C/C=C/c3ccccc3)CC2)cc1)N1CCCC1 is listed as -2	-2	-1	-2	3	12	2	2	0	0.1
CCc1nc2oc(C(=O)c3ccccc3)c(N)c2c2c1COC(C)(C)C2 is listed as -2	1	-1	7	12	-1	-3	-1	4	-0.7
CC(C)c1ccc(NC(=O)[C@@H]2CCC(=O)N2C2OC(=O)c3ccccc32)cc1 (some centres undefined) is listed as 4	0	-2	7	8	-5	-6	2	1	1.0
O=C(Nc1ccc(C(=O)N2CCOCC2)cc1)c1cc(-c2cccnc2)nc2ccc(Br)cc12 is listed as -4	-10	0	-4	2	0	-2	0	-43	0.1
